# Screens deposited in PubChem by several laboratories.
# H9c2 protect: cardioprotection against H2O2-induced cell death, primary screen, uHTS, H9c2 cells, ATPLite luminescence | H9c2 cardiomyocytes, H2O2 injury protection, 2 h | protection from H2O2 cell death, % at 20 µM | AID 588492, 2011 | 0.63% of 360,000 active;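 active means compounds giving at least 50% protection of heart cells from peroxide-induced death in the single-dose screen, raw or plate-pattern-corrected value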;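 further: 0% = DMSO wells with peroxide and 100% = DMSO wells without peroxide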
# PDI turbidity: inhibitors of human PDI, primary screen, biochemical, turbidity, single point, plate reader; Protein disulfide-isomerase (Homo sapiens), P07237; PDI insulin aggregation turbidity, A650, 90 min; inhibition, % at 10 µM; 0.052% of 350,000 active; AID 588391, 2011;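 active means mean inhibition across replicates of 30% or more, whatever share of single replicates reach that level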;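 further: absorbance from insulin aggregation driven by PDI reduction with DTT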
# Target sequence (P07237 whole entry, looked up): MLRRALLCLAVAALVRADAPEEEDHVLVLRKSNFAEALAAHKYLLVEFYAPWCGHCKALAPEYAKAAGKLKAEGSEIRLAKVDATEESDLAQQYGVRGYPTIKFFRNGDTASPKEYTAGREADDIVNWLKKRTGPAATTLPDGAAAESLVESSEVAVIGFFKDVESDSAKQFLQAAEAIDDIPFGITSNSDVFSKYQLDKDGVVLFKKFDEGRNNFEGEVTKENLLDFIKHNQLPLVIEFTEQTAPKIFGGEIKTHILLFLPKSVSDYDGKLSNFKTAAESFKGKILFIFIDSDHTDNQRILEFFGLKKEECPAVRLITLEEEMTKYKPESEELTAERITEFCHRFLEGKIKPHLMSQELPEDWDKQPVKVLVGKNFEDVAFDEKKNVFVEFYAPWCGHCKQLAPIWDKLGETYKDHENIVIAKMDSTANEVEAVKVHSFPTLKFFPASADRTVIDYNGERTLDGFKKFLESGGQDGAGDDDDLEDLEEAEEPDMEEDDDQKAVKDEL
# CaV13 FRET inh: Disruptors of the CACNA1D IQ motif to Ca2+-dependent inactivation inhibitor domain association, primary screening, Förster resonance energy transfer in intact living … | inhibition, % at 12.3 µM | HEK cells, CFP/YFP FRET ICDI-IQ, plate reader, 10 min; percent FRET-ratio fall versus neutral wells | 0.098% of 340,000 active | AID 743397;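 active means mean replicate inhibition of at least 30% and at least 1% of replicates passing that level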;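 further: 0% = median of the neutral control wells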
# Exocytosis inh: LAMP-1 surface exposure blockers, TALL-104 cells – cell-based, flow cytometry, MLPCN library, primary screen; TALL-104 LAMP-1 surface exposure; cells stimulated with thapsigargin and PMA; inhibition, % at 10 µM; 0.66% of 360,000 active;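 active means inhibition above about 55%, limit read from the data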
# ABCB6 inh MLPCN: ABCB6 transporter inhibitors, primary screen, K562-ABCB6 cells, flow cytometry, MLPCN library | K562-ABCB6 porphyrin accumulation, 1 h; stronger effect = lower value | fluorescence ratio to DMSO, % at 10 µM | 0.19% of 360,000 active;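 active means fluorescence ratio to DMSO below 75%, the collection mean minus 3 SD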;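 further: signal is porphyrin accumulated inside mitochondria; 100% equals median channel fluorescence of DMSO control wells; lower ratio means ABCB6 inhibition with less porphyrin fluorescence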
# aDG glyco up: activators of alpha-DG glycosylation, primary screen, uHTS, Pro5-aDG cells, AlphaScreen; 0.22% of 360,000 active; activation, % at 10 µM; alpha-DG glycosylation AlphaScreen (IIH6); 0% Pro5, 100% B10-LARGE cell signal;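 active means activation of at least 8% versus controls, or a plate z-score of at least 8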;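 further: Pro5 are CHO cells carrying HIG-tagged alpha-DG that lacks glycosylation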
# m5-HT2A agonist: mouse Htr2a agonists via beta-arrestin recruitment, primary screen, cell-based, luminescence. CHO-K1 mHTR2A beta-arrestin complementation; percent of 30 µM serotonin response. activation, % at 7.6 µM. AID 624169, 2012. 0.66% of 360,000 active. 5-hydroxytryptamine receptor 2A (Mus musculus), P35363;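 active means activation above a run cutoff, the mean activation of all tested compounds plus 3 SD, cut at about 14% in these data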;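 further: 0% = plate median of compound wells and 100% = 30 µM serotonin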
# Target sequence (P35363 whole entry, looked up): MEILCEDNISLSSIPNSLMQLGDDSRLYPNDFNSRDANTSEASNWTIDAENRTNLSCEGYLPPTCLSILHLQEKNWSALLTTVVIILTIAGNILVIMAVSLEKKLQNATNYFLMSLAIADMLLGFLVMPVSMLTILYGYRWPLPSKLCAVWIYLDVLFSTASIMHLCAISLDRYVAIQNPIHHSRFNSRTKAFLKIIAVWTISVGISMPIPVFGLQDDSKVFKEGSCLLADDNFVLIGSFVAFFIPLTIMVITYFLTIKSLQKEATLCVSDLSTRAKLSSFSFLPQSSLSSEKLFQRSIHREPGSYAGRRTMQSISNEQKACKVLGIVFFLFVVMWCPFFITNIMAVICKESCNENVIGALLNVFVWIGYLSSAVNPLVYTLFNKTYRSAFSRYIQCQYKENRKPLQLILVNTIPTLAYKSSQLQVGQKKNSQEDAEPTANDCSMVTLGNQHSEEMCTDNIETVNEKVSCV
# Vif inh: HIV Vif self-association inhibitors, primary screen, imaging, HEK293T, single point | HEK293T cells, Vif self-association by quenched fluorescence, 24 h | inhibition, % at 7.49 µM | 0.35% of 340,000 active; in the data active means inhibition above about 50%, passing the limit was not always enough; further: some results filed as inactive read as strong as hits
# iPSC survival up: enhancers of single-cell hiPSC survival, primary screen, ATPlite luminescence. AID 602274, 2012. survival enhancement, % at 20 µM. 100% = ROCK inhibitor wells, 0% = DMSO. 0.044% of 360,000 active; in the data active means survival enhancement above about 18%;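 further: cells exposed to compounds for 16 hours before the ATP read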
# Glyco luc inh: increase of ERlucT glycosylation luciferase signal, primary screen, N-linked glycosylation inhibitor project, D54 ERlucT cells, luminescence, set 2. D54 ERlucT glycosylation luciferase reporter, 24 h; percent of 100 nM tunicamycin response. reporter increase, % at 12.5 µM. 0.23% of 360,000 active. AID 588692, 2011;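 active means mean luciferase reporter signal, scaled so untreated is 0 and the glycosylation-blocking control 100, at or above a set limit in every replicate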;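 further: luciferase carries N-glycosylation sites so blocking glycosylation raises the light; 0% = median of neutral control wells and 100% = median of 100 nM tunicamycin wells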
# * = called active by the depositor; / = not tested or not shown. Outcome played no part in choosing rows. Share with any hit: about 3.1%.
SMILES,H9c2 protect,PDI turbidity,CaV13 FRET inh,Exocytosis inh,ABCB6 inh MLPCN,aDG glyco up,m5-HT2A agonist,Vif inh,iPSC survival up,Glyco luc inh
Cc1ccc(-c2nc3cc(C)c(Br)c(C)n3c2Cc2cccc(F)c2)cc1,-2,/,-10,4,99,0.2,-9,/,0.1,-9
CCC(C)C(NC(=O)OCc1ccccc1)C(=O)NCC(c1ccccc1)N(C)C (centres undefined),-4,0,-2,-5,108,0.1,-4,-11,-0.7,-2
ClCC(CNCc1ccccc1)c1ccccc1 (centres undefined),-2,-2,-10,-4,99,-0.2,3,2,-0.2,0
CCOC(=O)N1CCN(C(=O)CCSc2ccc(C)cc2)CC1,-7,-5,0,-3,103,0.1,10,0,-2.4,-1
CC(=O)N1c2c(cc(Br)cc2S(=O)(=O)NCC2COc3ccccc3O2)CC1C (centres undefined),-6,1,-4,4,85,3.7,-4,7,0.7,-3
CCCC1=C(C(=O)OCC)C(c2ccc(NC(C)=O)cc2)NC(=O)N1 (centres undefined),-2,0,-5,-3,99,-0.1,3,3,-0.1,-1
O=C1C=C(N2CCCCCC2)C2(CCCCC2)O1,-1,6,-5,0,105,0.1,0,-2,2.0,2
COc1ccc2nc(SCC(=O)NC3CC3)c(C#N)cc2c1,-4,4,-6,-7,98,0.0,-1,-6,-0.1,2
c1ccc2c(c1)ccn2CCCN1CCCCC1,4,-17,-6,-5,98,-0.1,0,35,0.7,-1
CC(=O)Nc1ccc(Cl)c(C(N)=O)c1,0,-2,-9,-2,91,-0.1,3,16,-1.0,0
COc1cccc(CN(CC(=O)NC2CCCC2)C(=O)Cn2nnc(-c3cccs3)n2)c1,13,4,-5,2,95,-0.1,-3,-3,0.2,-1
CCCN(CCC)C(=O)CC(c1ccc(F)cc1)c1ccco1 (centres undefined),6,5,-5,1,91,-0.1,1,/,-0.6,-3
Cc1cc(=O)n2[nH]c(COc3ccccc3)nc2n1,-6,-10,-5,-4,93,-0.1,5,-1,-0.9,-2
COc1cc(C(=O)NC(C)c2ccccc2)ccc1OCC(=O)N1CCOCC1 (centres undefined),2,-6,-6,-1,86,0.1,3,34,0.0,1
O=C(CN1C(=O)CC(c2ccco2)Sc2ccccc21)NCc1ccc2c(c1)OCO2 (centres undefined),1,4,-6,2,107,0.0,-1,-4,12,2
Cc1onc(-c2ccccc2Cl)c1C(=O)N(C)C1CCCCC1,-29,-5,-8,1,94,-0.2,-1,-2,-1.4,-1
O=C(Nc1ccc2c(c1)OCCO2)N1CCN(c2ccccc2)CC1,-3,-4,-6,-1,97,0.2,6,15,-2.4,-1
c1ccc(COc2ccc(-c3cc4nc(NCc5ccc6c(c5)OCO6)ccn4n3)cc2)cc1,-25,-14,-12,6,81,2.5,4,-3,-1.8,-1
O=C(NC1CC1)C1CCCN1C(=O)NC1CCCCC1 (centres undefined),3,-2,-5,-3,100,-0.4,3,/,1.4,0
C=C[C@@H]1c2ccccc2N(S(=O)(=O)c2ccc(C)cc2)[C@H](c2ccccc2)C1(C#N)C#N,-8,-5,-12,-7,95,0.5,2,-21,-2.9,-11
Cc1cc(C)cc(Cn2c3ccc(NC(=S)NCc4ccccc4F)cc3c(=O)n2C)c1,-12,6,-5,1,97,0.0,1,5,-3.2,-4
O=C(CSc1cccc[n+]1[O-])Nc1cc(Cl)ccc1[N+](=O)[O-],6,10,-9,-4,94,0.1,-1,-1,3.5,0
COC(=O)c1ccc(C)c(NC(=S)NCc2ccc(Cl)cc2)c1,-4,15,-5,3,107,0.4,-4,-18,0.3,0
CCn1c(CN2CCOCC2)nnc1SCC(=O)Nc1ccc(C)cc1,0,14,-3,-1,92,-0.3,7,1,-0.4,-1
C=CCn1cnnc1SCC(=O)N(C)CC1COc2ccccc2O1 (centres undefined),-1,6,-10,16,101,0.3,-2,31,12,2
# The listing continues.
SMILES,H9c2 protect,PDI turbidity,CaV13 FRET inh,Exocytosis inh,ABCB6 inh MLPCN,aDG glyco up,m5-HT2A agonist,Vif inh,iPSC survival up,Glyco luc inh
CCN1CCN(S(=O)(=O)c2c[nH]c(C(=O)OC)c2)CC1,10,/,-3,-6,100,0.0,-4,-4,-2.3,-1
CN(C)N1C(N)=C(C#N)C(c2ccccc2)C2=C1CC(C)(C)CC2=O (centres undefined),0,5,-18,-5,98,-0.1,3,5,-0.5,1
CCOC(=O)NC1CCc2cc(OC)c(OC)c(OC)c2-c2ccc(SC)c(=O)cc21 (centres undefined),3,2,-6,6,95,-0.1,-2,6,-2.5,4
O=C(NCc1ccccc1)C(c1ccncc1)n1c(=O)c(-c2ccccc2)nc2ccccc21 (centres undefined),/,/,-15,-4,/,-0.1,1,/,/,/
CC(C)CCNC(=O)c1onc(CSc2ccc(F)c(F)c2)c1C(=O)NCCC(C)C,-6,2,-5,-5,102,0.4,-4,0,-2.4,-5
COc1cccc(/C=N/NC(=O)C(=O)NCc2ccco2)c1OC,8,-17,-4,-6,98,0.0,-2,5,-0.7,2
O=C(CC12CC3CC(CC(C3)C1)C2)N1CCN(S(=O)(=O)c2cccs2)CC1,-10,-12,-3,2,90,-0.2,-4,/,0.8,-3
C[n+]1ccc(/C=C/c2c[nH]c3ccccc23)cc1,-11,-18,-38,-4,535,0.1,-2,/,-0.9,-1
O=C(c1ccccn1)N1CCN(S(=O)(=O)c2cccc(Br)c2)CC1,2,25,-5,-4,94,0.0,1,11,-0.6,-2
Cc1cc(C)c2sc(N(CCCN(C)C)C(=O)c3ccc(S(=O)(=O)N4CCc5ccccc5C4)cc3)nc2c1,-10,2,/,56*,102,-0.3,0,-11,-0.4,-5
NCCNc1ccc(C(=O)N2c3ccccc3Sc3ccccc32)cc1[N+](=O)[O-],-14,16,-2,66*,96,-0.1,-6,18,-0.5,-3
C#CC(CC)(CC)NC(=O)c1nn(-c2ccccc2Cl)c(C)cc1=O,3,-4,-2,-15,97,0.0,-1,15,0.5,-2
CCOC(=O)c1ccccc1NC(=O)COC(=O)CN1C(=O)NC2(CCCC2)C1=O,4,13,-11,1,95,0.1,-2,-6,-0.3,2
CC(=O)Nc1cc(-c2cccc(CO)c2)cn2c(-c3cccc(C(F)(F)F)c3)cnc12,20,9,-6,2,99,-0.3,1,-3,2.3,1
Cn1cccc1/C=C1/SC(=S)N(CC(=O)O)C1=O,-1,/,-5,2,98,-0.1,-5,3,1.0,-1
COc1ccc(S[C@@H](CCN2CC[C@H](C)CCC2=O)c2ccccc2)cc1,-18,-1,-5,2,104,0.4,-3,-8,0.1,-3
COc1ccc(S(=O)(=O)NCc2nc3nc(C)cc(C)n3n2)cc1OC,2,/,-5,-2,103,-0.3,-4,6,-1.4,1
Cc1cc(C)cc(N(C(=O)c2csnn2)C(C(=O)NC(C)(C)C)c2cccnc2)c1 (centres undefined),5,-4,-3,-5,97,0.1,3,9,-0.6,3
NC(=O)c1ccc(NC(=O)CCC(=O)N2CCN(S(=O)(=O)c3ccc(Cl)cc3)CC2)cc1,3,1,4,-5,98,-0.1,-1,15,1.2,0
CCC(NC(=O)c1ccc2nc(Cc3ccc(OC)cc3)oc2c1)c1ccncc1 (centres undefined),-10,-1,-15,-3,100,1.5,-4,-11,0.0,-4
Nc1cc(Cc2ccccc2)ccc1O,25,-13,-5,-2,113,0.5,-2,-12,0.8,1
CC(NC(=O)c1cc2c(=O)n3ccccc3nc2n(CC2CCCO2)c1=N)c1ccccc1 (centres undefined),-2,1,9,-7,96,0.7,13,-6,-0.3,3
COc1ccccc1C(CCNCc1ccccc1)c1ccc(OC(C)C)cc1 (centres undefined),-23,-7,-19,55,96,0.7,8,-10,-0.7,-6
C[C@H](CO)N1C[C@H](C)[C@@H](CN(C)Cc2cccc(C(=O)O)c2)Oc2cc(Br)ccc2S1(=O)=O,3,8,-10,4,97,-0.1,0,24,-1.4,1
Cc1nc(C)n(C(C)CNC(=O)c2ccccc2)n1 (centres undefined),5,-1,-20,-24,102,0.0,0,-3,-0.7,3
# (listing goes on)
SMILES,H9c2 protect,PDI turbidity,CaV13 FRET inh,Exocytosis inh,ABCB6 inh MLPCN,aDG glyco up,m5-HT2A agonist,Vif inh,iPSC survival up,Glyco luc inh
COc1cc(C(=O)Nc2ccccc2C2COC(=O)C2=N)cc(OC)c1OC (centres undefined),-5,-5,-4,1,96,-0.1,0,-1,-0.7,3
NC(=S)N=Nc1c(O)n(CCCl)c2ccc(Cl)cc12,28,-4,-5,57*,98,1.9,0,-2,-0.7,10
O=c1[nH]nc(SC2CCCCC2)c(=O)[nH]1,-2,0,-12,1,97,-0.4,3,10,0.0,2
CN1C(=O)[C@@H]2C[C@@]3([C@@]45C[C@H]6C(=O)N(C)[C@@H](Cc7ccccc7)C(=O)N6[C@@H]4Nc4ccccc45)c4ccccc4N[C@H]3N2C(=O)[C@@H]1Cc1ccccc1,3,0,-5,-30,97,0.1,1,-3,-1.5,-1
Cn1nc(C2CC2)cc1NC(=O)CC(CC(=O)O)c1ccccc1 (centres undefined),0,-2,-5,-1,99,-0.1,0,-7,1.6,0
Cc1cc(C)nc(N/N=C/c2ccccc2OCc2ccc(Br)cc2)n1,4,1,-5,-2,99,-0.1,-2,2,0.5,3
O=C(COc1ccccc1)NNC(=O)c1cccs1,2,2,-7,-2,99,0.1,0,5,15,3
NC(=O)c1sc2nc3c(c(-c4cccs4)c2c1N)CCCCC3,-5,20,-5,0,95,0.0,8,-33,4.9,-13
CN1CCN(c2ccc(NC(=O)c3ccc(-c4cccc([N+](=O)[O-])c4)o3)cc2)CC1,0,5,0,11,101,1.3,-10,-1,-1.2,6
CC(=O)Nc1ccc(S(=O)(=O)N(C)CC(=O)NC2CCCCCCC2)cc1,2,3,-2,-6,102,-0.1,5,34,1.0,-2
CCc1ccc(Nc2nnc(SC3CCOC3=O)s2)cc1 (centres undefined),-18,-6,-3,-7,103,-0.1,9,25,1.5,2
CC1C(=O)N2CCCc3cc(S(=O)(=O)N4CCN(c5ccccc5F)CC4)cc1c32 (centres undefined),-7,-2,-12,-6,100,0.3,-4,-3,-0.3,-1
CCN(C(=O)COc1ncnc2scc(-c3ccc(F)cc3)c12)C1CCS(=O)(=O)C1 (centres undefined),1,6,-4,-3,85,0.1,-4,-6,-2.7,2
O=C(Nc1cccc2c1CCCC2)c1cc(C2CCCCN2C(=O)OCCF)on1 (centres undefined),-2,-8,-8,-7,96,0.0,-1,-6,-1.8,1

# 2 compounds drawn at random from the list so far, as already listed:
SMILES,H9c2 protect,PDI turbidity,CaV13 FRET inh,Exocytosis inh,ABCB6 inh MLPCN,aDG glyco up,m5-HT2A agonist,Vif inh,iPSC survival up,Glyco luc inh
O=C(COc1ccccc1)NNC(=O)c1cccs1,2,2,-7,-2,99,0.1,0,5,15,3
CN1CCN(c2ccc(NC(=O)c3ccc(-c4cccc([N+](=O)[O-])c4)o3)cc2)CC1,0,5,0,11,101,1.3,-10,-1,-1.2,6
